Screens (PubChem)
ROS inducer: cancer cell ROS induction; U2OS ROS induction, H2DCF-DA fluorescence; ROS induction (% of piperlongumine), % at 10 µM; 2% of 46,000 active; AID 624156; in the data active = ROS induction above about 79%, passing the limit was not always enough;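 also: 0% = DMSO vehicle median and 100% = reference compound median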
The depositor's hits bear a star. Some of the compounds tested; count on the stated rates, not on these rows.

SMILES	ROS inducer
C[C@@H]1CCCCO[C@H](CN(C)Cc2ccc3c(c2)OCO3)[C@@H](C)CN([C@H](C)CO)C(=O)c2cc(NC(=O)Nc3ccc4c(c3)OCO4)ccc2O1	3
CCn1cc(SCC(=O)N2N=C(c3cccs3)CC2c2ccc(C)cc2)c2ccccc21 (configuration not stated)	20
Cc1ccccc1NC(=O)CSc1nnc(C23CC4CC(CC(C4)C2)C3)o1	-1
CC1CC[C@]2(C(=O)O)CC[C@]3(C(=O)O)C(=CCC4[C@@]5(C)CC[C@H](OC6OC(C)C(O)C(OC7OC(CO)C(O)C(O)C7O)C6O)C(C)(C)C5CC[C@]43C)C2C1C (some centres not stated)	-1
Cc1sc(NC(=O)c2ccccc2)c(C(=O)NCc2cccnc2)c1C	15
CC(C)NC(=O)N(C)C[C@@H]1Oc2ccc(NC(=O)Nc3ccc(C(F)(F)F)cc3)cc2CC(=O)N([C@H](C)CO)C[C@@H]1C	5
COc1cccc(S(=O)(=O)N(C)C[C@@H]2Oc3ncc(C#Cc4ccccc4)cc3C(=O)N([C@H](C)CO)C[C@@H]2C)c1	18
Cc1noc(C)c1NC(=O)Nc1ccc2c(c1)CC(=O)N([C@@H](C)CO)C[C@H](C)[C@@H](CN(C)CC1CC1)O2	4
O=C(NCc1ccco1)c1cncc(Br)c1	0
C[C@H]1O[C@@H](O[C@H]2C[C@H]3C(=O)C[C@]4(C)C(=CCC5[C@@]6(C)CC[C@H](O[C@@H]7OC[C@@H](O)[C@H](O)[C@H]7O)[C@@](C)(C=O)C6CC[C@]54C)[C@@H]3CC2(C)C)[C@H](O)[C@@H](O)[C@@H]1O[C@@H]1O[C@H](C(=O)O)[C@@H](O)[C@H](O)[C@H]1O (some centres not stated)	3
C[C@H](CO)N1C[C@H](C)[C@H](CN(C)Cc2ccc(Oc3ccccc3)cc2)Oc2ccc(NC(=O)CCC(F)(F)F)cc2CC1=O	31
CNC[C@@H]1Oc2ccc(NC(=O)Cc3ccccc3)cc2CC(=O)N([C@@H](C)CO)C[C@@H]1C	6
C[C@H](CO)N1C[C@H](C)[C@H](CN(C)C(=O)Nc2cccc3ccccc23)Oc2ccc(NC(=O)NC3CCCCC3)cc2CC1=O	25
C[C@H](CO)N1C[C@H](C)[C@@H](CN(C)Cc2ccccc2)Oc2ccc(NC(=O)CCCN(C)C)cc2C1=O	23
O=C(NCc1ccccc1)C(Cc1ccccc1)NS(=O)(=O)c1ccc(Br)cc1 (configuration not stated)	-2
COc1ccc(Cl)cc1C(=O)NCCc1ccc(S(=O)(=O)NC(=O)NC2CCCCC2)cc1	-2
Cc1ccc(S(=O)(=O)Nc2ccc3c(c2)CC(=O)N([C@H](C)CO)C[C@@H](C)[C@H](CN(C)Cc2ccc(Oc4ccccc4)cc2)O3)cc1	34
Cc1cccc(N=C2NC(=O)/C(=C3/C(=O)N(CC(=O)O)c4ccccc43)S2)c1C	-16
C[C@H](CO)N1C[C@H](C)[C@H](CN(C)Cc2ccc(C(F)(F)F)cc2)Oc2c(NS(=O)(=O)c3cn(C)cn3)cccc2C1=O	23
C[C@H]1CN([C@@H](C)CO)C(=O)c2cccc(NC(=O)c3ccncc3)c2O[C@@H]1CN(C)S(=O)(=O)c1cn(C)cn1	-7
CC(C)(C)NC(=S)N1CCn2cccc2C1c1ccccc1F (configuration not stated)	2
Cc1cc(N(Cc2cccc(Cl)c2Cl)C(=O)c2ccccc2)no1	23
Cc1ccc(S(=O)(=O)N(C)C[C@@H]2Oc3ncc(C#Cc4ccccc4)cc3C(=O)N([C@H](C)CO)C[C@@H]2C)cc1	11
C[C@@H]1CN([C@@H](C)CO)C(=O)c2cc(NC(=O)Nc3ccc(C(F)(F)F)cc3)ccc2O[C@H]1CN(C)Cc1ccc(C(=O)O)cc1	-9
COc1ccc(S(=O)(=O)Nc2ccc3c(c2)C(=O)N([C@@H](C)CO)C[C@H](C)[C@H](CN(C)Cc2ccncc2)O3)cc1	1
COc1cc2c(cc1OC)C1CC(=O)C(CC(C)C)CN1CC2 (configuration not stated)	0
C[C@@H]1CN([C@@H](C)CO)C(=O)Cc2cc(NC(=O)Nc3ccccc3)ccc2O[C@@H]1CN(C)S(=O)(=O)c1ccc(F)cc1	14
Cc1cc(O)c2c(c1)C(=O)OC2c1c(O)cccc1O (configuration not stated)	-9
Cc1noc(C)c1NC(=O)N(C)C[C@H]1Oc2ccc(NC(=O)Cc3ccccc3)cc2CC(=O)N([C@@H](C)CO)C[C@H]1C	-4
COc1c(C)c(OCC=C(C)C)cc(CO)c1CO	1
COc1ccc([Si](C)(C)[C@H]2[C@H](CCO)O[C@@]3(C(=O)N(Cc4ccccc4)c4ccc(N5CCCCC5=O)cc43)[C@@H]2C)cc1	51
C[C@H]1CN([C@@H](C)CO)C(=O)c2cccc(NC(=O)C3CCOCC3)c2O[C@H]1CN(C)C(=O)Nc1ccc(C(F)(F)F)cc1	-4
Cc1ccc(-n2c(C)nnc2SCC(=O)Nc2cccc(C)c2C)cc1	-16
CCOC(=O)c1cnc2ccc(OCC)cc2c1N(C)Cc1ccccc1	139*
C[C@H]1CN([C@@H](C)CO)C(=O)CCCn2nncc2CO[C@@H]1CN(C)Cc1ccccc1C(F)(F)F	0
COc1cccc(CNC(C)(C)CO)c1OCc1ccc(Cl)cc1	-7
C[C@@H]1CCCCO[C@@H](CN(C)Cc2ccc3c(c2)OCO3)[C@@H](C)CN([C@H](C)CO)C(=O)c2cc(NC(=O)c3ccccc3)ccc2O1	4
C[C@H]1CN([C@@H](C)CO)C(=O)Cc2cc(NC(=O)Nc3ccc(C(F)(F)F)cc3)ccc2O[C@H]1CN(C)S(=O)(=O)c1ccc(F)cc1	7
C[C@H]1CN([C@@H](C)CO)C(=O)c2cc(NS(C)(=O)=O)ccc2O[C@@H]1CN(C)S(=O)(=O)c1ccccc1	1
Oc1ccc(CN2CCCC2)c2cccnc12	-5
C[C@H]1CN([C@@H](C)CO)C(=O)c2cc(NC(=O)CCCCCC(=O)Nc3ccccc3N)ccc2O[C@@H]1CN(C)C(=O)Nc1ccccc1	-16
C[C@H](CO)N1C[C@H](C)[C@H](CN(C)Cc2ccc(C(F)(F)F)cc2)Oc2ccc(NC(=O)Cn3cnnn3)cc2CC1=O	11
CC(C)NC(=O)N(C)C[C@@H]1Oc2c(NS(=O)(=O)c3ccc(Cl)cc3)cccc2C(=O)N([C@H](C)CO)C[C@H]1C	-1
Nc1nc(SCc2nc(-c3ccccc3)no2)[nH]c(=O)c1-c1ccccc1	106*
Cc1ccccc1-c1nnc(SCC(=O)Nc2ccc(F)c(Cl)c2)n1C	1
C[C@@H]1CN([C@@H](C)CO)C(=O)c2cc(NS(C)(=O)=O)ccc2O[C@@H]1CN(C)S(=O)(=O)c1cccs1	-3
Cc1ccccc1-c1nc(S(=O)(=O)c2ccc(Cl)cc2)c(NCCN2CCOCC2)o1	7
COc1ccc(S(=O)(=O)N(C)C[C@@H]2Oc3c(NC(=O)CCCCCC(=O)Nc4ccccc4N)cccc3C(=O)N([C@@H](C)CO)C[C@H]2C)cc1	-11
CCN1CCN(Cc2c(C)[nH]c3ccc(Cl)cc3c2=O)CC1	-4
COc1ccc(NC(=O)Nc2ccc3c(c2)C(=O)N([C@H](C)CO)C[C@H](C)[C@H](CN(C)Cc2ccc4c(c2)OCO4)OCCCC[C@@H](C)O3)cc1	16
Clc1cc(Cl)c2nc(Oc3cccc(N4CCOCC4)c3)sc2c1	-21
CC(C)(C)c1ccc(SC(=O)c2ccc(OCC(F)(F)F)nc2)cc1	18
Fc1ccc(C2c3cccn3CCN2C(=S)Nc2cccc(F)c2)cc1 (configuration not stated)	2
C[C@@H]1CN([C@@H](C)CO)C(=O)c2cccc(N(C)C)c2O[C@H]1CN(C)S(=O)(=O)c1ccc(F)cc1	-6
COc1ccc(S(=O)(=O)Nc2ccc3c(c2)C(=O)N([C@H](C)CO)C[C@H](C)[C@H](CN(C)C(=O)Cc2ccccc2)OCCCC[C@@H](C)O3)cc1	50
Cc1nnsc1C(=O)Oc1ccc(-c2n[nH]nc2C#N)cc1	-16
COc1ccc2[nH]c3c(=O)n(CC(=O)N4CCN(c5ccc(F)cc5)CC4)c(=S)[nH]c3c2c1	13
CC1CCCC(Nc2c(-c3ccc(Cl)cc3)nc3c(C#N)c[nH]n23)C1C (configuration not stated)	-2
C[C@H]1CN([C@@H](C)CO)C(=O)Cc2cc(NS(C)(=O)=O)ccc2O[C@H]1CN(C)C(=O)Nc1ccc(F)cc1	0
C/C(=C\C=C\[C@@H](C)[C@H]1CC[C@@]2(C)[C@@H]3CCC4C(C)(C)[C@@H](O[C@@H]5O[C@H](CO)[C@@H](O[C@@H]6O[C@@H](C)[C@H](O)[C@@H](O)[C@H]6O)[C@H](O)[C@H]5O[C@@H]5O[C@H](CO[C@@H]6O[C@H](CO)[C@@H](O)[C@H](O)[C@H]6O)[C@@H](O)[C@H](O)[C@H]5O[C@@H]5O[C@@H](C)[C@H](O)[C@@H](O)[C@H]5O)CC[C@@]45C[C@@]35CC[C@]12C)C(=O)N[C@@H]1C(=O)O[C@H](C)[C@@H]1C (some centres not stated)	19
More compounds follow.
SMILES	ROS inducer
CC(C)NC(=O)Nc1ccc2c(c1)C(=O)N([C@@H](C)CO)C[C@@H](C)[C@H](CN(C)S(=O)(=O)c1ccccc1)O2	-6
Cc1ccc(S(=O)(=O)Nc2cccc3c2O[C@@H](CN(C)S(=O)(=O)c2ccc(Cl)cc2)[C@H](C)CN([C@@H](C)CO)C3=O)cc1	-2
C[C@@H]1CN([C@H](C)CO)C(=O)CCCn2nncc2CO[C@@H]1CN(C)CC1CC1	-27
C[C@H]1CN([C@@H](C)CO)C(=O)Cc2cc(NC(=O)Cn3cnnn3)ccc2O[C@H]1CN(C)S(=O)(=O)c1cn(C)cn1	9
CCCC(=O)Oc1ccc2oc(-c3ccc(OC)cc3)cc(=O)c2c1	37
C[C@@H]1CN([C@H](C)CO)C(=O)c2cccc(NC(=O)CCCCCC(=O)Nc3ccccc3N)c2O[C@@H]1CN(C)S(C)(=O)=O	-5
C[C@H](CO)N1C[C@H](C)[C@H](CN(C)S(=O)(=O)c2ccc(F)cc2)Oc2ccc(NC(=O)CCN3CCOCC3)cc2C1=O	-4
Cc1cc(C)nc(SCC(=O)Nc2ccnc3ccccc23)n1	-1
C[C@H](CO)N1C[C@H](C)[C@H](CN(C)S(C)(=O)=O)Oc2ccc(NS(=O)(=O)c3ccc(F)cc3)cc2CC1=O	21
CS(=O)(=O)N(CC(=O)Nc1cc(Cl)ccc1Cl)c1ccc(Oc2ccccc2)cc1	5
C[C@H]1CN([C@@H](C)CO)C(=O)c2cccc(NC(=O)C3CCCCC3)c2O[C@@H]1CN(C)S(=O)(=O)c1ccccc1	1
CNC[C@@H]1Oc2ccc(NS(=O)(=O)c3cn(C)cn3)cc2CC(=O)N([C@@H](C)CO)C[C@@H]1C	-12

Molecules shown so far that have a cyano group, in the order listed:
SMILES	ROS inducer
Cc1nnsc1C(=O)Oc1ccc(-c2n[nH]nc2C#N)cc1	-16
CC1CCCC(Nc2c(-c3ccc(Cl)cc3)nc3c(C#N)c[nH]n23)C1C (configuration not stated)	-2

(continued)
SMILES	ROS inducer
COc1ccc(NC(=O)N(C)C[C@@H]2OCCCC[C@@H](C)Oc3ccc(NC(=O)Nc4ccccc4)cc3C(=O)N([C@H](C)CO)C[C@@H]2C)cc1	3
COc1ccc(S(=O)(=O)Nc2ccc3c(c2)C(=O)N([C@H](C)CO)C[C@@H](C)[C@@H](CN(C)Cc2ccc(C(=O)Nc4ccccc4N)cc2)O3)cc1	19
C[C@H]1CN([C@@H](C)CO)C(=O)Cc2cc(NC(=O)C3CC3)ccc2O[C@@H]1CN(C)Cc1ccccc1	10
C[C@@H]1CN([C@H](C)CO)C(=O)c2cccc(NC(=O)Nc3ccccc3)c2O[C@@H]1CN(C)C	-2
c1ccc2cc3c(Nc4ccc(N5CCOCC5)cc4)ccnc3cc2c1	36
O=C(Cn1cnc2ccccc2c1=O)Nc1ccc(I)cc1	37
C[C@@H]1O[C@@H](O[C@@H]2[C@@H](O)[C@H](O)[C@@H](CO)O[C@H]2c2c(O)cc(O)c3c(=O)cc(-c4ccc(O)cc4)oc23)[C@H](O)[C@H](O)[C@H]1O	-4
CCC(C(=O)Nc1cccc(C)c1C)n1nc(C)c2sc3ccccc3c2c1=O (configuration not stated)	3
Cc1ccc(S(=O)(=O)Nc2cccc3c2O[C@H](CN(C)Cc2ccc(Oc4ccccc4)cc2)[C@@H](C)CN([C@@H](C)CO)C3=O)cc1	21
Cc1ccc(C)c(Cn2c(CCCO)nc3ccccc32)c1	-12

In the list so far, nine contain a CF3 group.
SMILES	ROS inducer
CC(C)NC(=O)N(C)C[C@@H]1Oc2ccc(NC(=O)Nc3ccc(C(F)(F)F)cc3)cc2CC(=O)N([C@H](C)CO)C[C@@H]1C	5
C[C@H](CO)N1C[C@H](C)[C@H](CN(C)Cc2ccc(Oc3ccccc3)cc2)Oc2ccc(NC(=O)CCC(F)(F)F)cc2CC1=O	31
C[C@H](CO)N1C[C@H](C)[C@H](CN(C)Cc2ccc(C(F)(F)F)cc2)Oc2c(NS(=O)(=O)c3cn(C)cn3)cccc2C1=O	23
C[C@@H]1CN([C@@H](C)CO)C(=O)c2cc(NC(=O)Nc3ccc(C(F)(F)F)cc3)ccc2O[C@H]1CN(C)Cc1ccc(C(=O)O)cc1	-9
C[C@H]1CN([C@@H](C)CO)C(=O)c2cccc(NC(=O)C3CCOCC3)c2O[C@H]1CN(C)C(=O)Nc1ccc(C(F)(F)F)cc1	-4
C[C@H]1CN([C@@H](C)CO)C(=O)CCCn2nncc2CO[C@@H]1CN(C)Cc1ccccc1C(F)(F)F	0
C[C@H]1CN([C@@H](C)CO)C(=O)Cc2cc(NC(=O)Nc3ccc(C(F)(F)F)cc3)ccc2O[C@H]1CN(C)S(=O)(=O)c1ccc(F)cc1	7
C[C@H](CO)N1C[C@H](C)[C@H](CN(C)Cc2ccc(C(F)(F)F)cc2)Oc2ccc(NC(=O)Cn3cnnn3)cc2CC1=O	11
CC(C)(C)c1ccc(SC(=O)c2ccc(OCC(F)(F)F)nc2)cc1	18
